ERp5 block = inhibitors of human ERp5; Q15084; ERp5 insulin aggregation, absorbance 650 nm, 90 min; inhibition, % at 9.99 µM; 0.05% of 350,000 active;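 active = mean replicate inhibition above about 25%, with every replicate also reaching it, limit read from the data, passing the limit was not always enough; inconclusive = only one of those two criteria met; inactive = neither criterion met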
Target sequence (Q15084 whole entry, looked up): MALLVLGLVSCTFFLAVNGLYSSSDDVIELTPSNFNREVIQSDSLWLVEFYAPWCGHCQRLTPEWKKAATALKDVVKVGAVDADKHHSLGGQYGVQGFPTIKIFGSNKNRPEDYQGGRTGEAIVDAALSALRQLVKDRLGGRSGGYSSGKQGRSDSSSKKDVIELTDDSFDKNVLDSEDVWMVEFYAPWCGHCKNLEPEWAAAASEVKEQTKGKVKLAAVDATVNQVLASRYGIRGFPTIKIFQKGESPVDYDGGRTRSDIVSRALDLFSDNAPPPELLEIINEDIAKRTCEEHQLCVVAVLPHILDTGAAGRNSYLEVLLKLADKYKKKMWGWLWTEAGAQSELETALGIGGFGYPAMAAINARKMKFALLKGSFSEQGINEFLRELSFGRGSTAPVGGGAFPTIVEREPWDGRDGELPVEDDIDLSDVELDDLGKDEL
miR122 inh = miR-122 inhibition in Huh7 cells; Huh7 miR-122 Renilla luciferase sensor, 48 h; neutral wells = 0, positive control = 100; activation (reporter increase), % at 12.5 µM; 0.3% of 340,000 active; AID 602342;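 active = mean replicate activation score at least 90 and every replicate individually at or above 90; inconclusive = only one of the two criteria met; inactive = neither criterion met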;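 note: higher luciferase means less miR-122 activity so hits act as miR-122 inhibitors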
ERAP1 HTS inh = inhibitors of human ERAP1 aminopeptidase; inhibition, % at 10.7 µM; recombinant ERAP1, Leu-AMC fluorescence, 60 min; 0.15% of 340,000 active; AID 652197; Q9NZ08;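 active = mean replicate inhibition of at least 30%, or all replicates individually reaching that 30% level; inactive = mean below 30% and not every replicate reaching it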;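 note: 0% = neutral control wells and 100% = L-leucinethiol positive control wells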
CFTR F508del cor = CFTR F508del correction in bronchial cells. CFBE cells, YFP halide quenching; stimulated with forskolin plus potentiator P3; % fluorescence drop versus neutral controls. activity (quench increase), % at 7.58 µM. 0.36% of 350,000 active;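 active = mean added fluorescence quench of at least 8% versus neutral control, with both replicates also reaching 8%; inconclusive = only one of the mean or replicate conditions met; inactive = mean below 8% and not both replicates reaching 8%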;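 note: cells transiently co-express mutant CFTR-F508del with the halide-sensitive YFP; corrector assay measuring rescue of mutant channel to the surface after 24 h compound exposure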
Casp6 inh = blocks human caspase-6 cleavage activity. purified caspase-6, Z-VEID-R110 cleavage fluorescence. inhibition, % at 12.5 µM. 0.53% of 350,000 active;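 active = mean inhibition across replicates at least about 35%, with every replicate also reaching that limit, limit read from the data; inconclusive = only one of the two criteria met; inactive = neither criterion met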;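 note: 0% = median of neutral control wells and 100% = no fluorescence left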
Target sequence (P55212 24-179 limits assumed): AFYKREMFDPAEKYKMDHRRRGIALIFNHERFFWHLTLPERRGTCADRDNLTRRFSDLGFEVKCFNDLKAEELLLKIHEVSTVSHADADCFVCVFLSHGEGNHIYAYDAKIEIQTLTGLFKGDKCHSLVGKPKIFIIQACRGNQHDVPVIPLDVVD
Target sequence (P55212 194-293 limits assumed): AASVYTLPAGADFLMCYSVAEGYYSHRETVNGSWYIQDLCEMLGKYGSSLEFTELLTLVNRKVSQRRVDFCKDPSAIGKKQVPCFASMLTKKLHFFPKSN
DENV2 CPE = inhibitors of DENV2 cytopathic effect; 1.7% of 350,000 active; AID 651640; CPE inhibition, % at 9.99 µM; DENV2-infected cells, cytopathic effect rescue, plate reader; in the data active = CPE inhibition above about 20%, passing the limit was not always enough; inconclusive = no clear call, values can overlap the other calls; tested in BHK-21 cells;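 note: 0% = median of neutral control wells and 100% = median of positive control wells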
SIRT5 inh = inhibitors of human sirtuin-5 desuccinylase. Purified SirT5, succinyl-peptide AMC, trypsin-coupled fluorescence. inhibition, % at 15 µM. 1.1% of 330,000 active. AID 652115; in the data active = inhibition above about 15%; inconclusive = no clear call, values can overlap the other calls
Target sequence (Q9NXA8 whole entry, looked up): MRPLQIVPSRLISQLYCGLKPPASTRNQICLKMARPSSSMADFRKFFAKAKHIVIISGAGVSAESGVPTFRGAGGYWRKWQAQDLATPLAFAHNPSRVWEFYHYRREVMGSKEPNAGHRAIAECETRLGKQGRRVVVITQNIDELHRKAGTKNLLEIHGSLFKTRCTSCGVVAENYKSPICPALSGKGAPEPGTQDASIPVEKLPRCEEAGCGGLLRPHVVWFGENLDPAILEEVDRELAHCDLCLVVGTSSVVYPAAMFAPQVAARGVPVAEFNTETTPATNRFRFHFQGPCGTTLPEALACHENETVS
* = called active by the depositor; ? = inconclusive; / = no result given; [ ] = another dose, or the depositor's remark.

1	C=CCN(c1ccccc1OC)S(=O)(=O)c1cccc(C(=O)OCC(=O)N2CCOCC2)c1
2	Fc1cccc(F)c1-n1c(CN2CCOCC2)csc1=S
3	CC(Sc1nc2ccc(C(=O)c3ccccc3)cc2[nH]1)C(=O)O (stereo not given)
4	CC(=O)N1[C@H](CO)[C@@H](c2ccccc2)C12CN(S(=O)(=O)c1ccccc1)C2
5	CC1=Nc2nc(N3CCCCC3)c(C#N)c3c4c(nc(c23)N1)N(c1ccc(C(C)C)cc1)C(=O)C4
6	Cc1ccc(NC(=O)c2ccc(C(=O)c3ccccc3)cc2)nc1

Screen / compound no.	1	2	3	4	5	6
DENV2 CPE	-5	-4	1	-15	?	-1
CFTR F508del cor	-1.1	0.1	-0.2	2.5	/	-1.5
SIRT5 inh	2	5	7	-4	-2	-2
ERAP1 HTS inh	-1	1	-2	-3	2	1
ERp5 block	14	4	6	-5	-1	-1
Casp6 inh	-1	0	0	0	-1	-2
miR122 inh	-10	1	/	/	0	/

7	O=S(=O)(c1ccc2ccccc2c1)N1C=CC(C(F)(F)F)=NCC1
8	CCCC#Cc1cnc2c(c1)C(=O)N([C@H](C)CO)C[C@@H](C)[C@H](CN(C)C(=O)c1cccc(F)c1)O2
9	CCC(CC)c1nnc(NC(=O)COc2ccc3c(c2)OCO3)s1
10	CCCc1cc(NCCN(C)C)n2c(nc3ccccc32)c1C#N
11	Cc1nnc(NS(=O)(=O)c2ccc(Br)cc2)s1
12	COc1ccc(/C=C/c2c(-c3ccc(OC)cc3)oc(=O)c3cc(OC)c(OC)cc23)cc1

Screen / compound no.	7	8	9	10	11	12
DENV2 CPE	/	11	0	?	-4	-9
CFTR F508del cor	/	0.3	2.0	1.1	1.9	0.0
SIRT5 inh	2	-5	3	-15	-1	-1
ERAP1 HTS inh	2	-3	0	-138	-1	0
ERp5 block	-5	-4	0	0	0	-1
Casp6 inh	-1	1	1	-2	-1	-4
miR122 inh	18	1[16.7 µM]	-1	2	4	/

13	CN(C)CCCn1c(SCC(=O)N2CC(=O)Nc3ccccc32)nc2ccccc2c1=O
14	OC[C@@H]1CN(Cc2ccc(Cl)cc2)C[C@H](n2cnc3c(NCc4ccco4)ncnc32)O1
15	Cc1cccc(NC(=O)CN2CCN(C(=O)C3CCCO3)CC2)c1C (stereo not given)
16	OC(CC#CCN1CCOCC1)(c1ccccc1)c1ccccc1
17	COc1ccc(OC)c(NS(=O)(=O)c2cc3c4c(c2)CCN4C(=O)CC3)c1
18	CC1CCN(CCCNC(=O)c2ccc3c(=O)n(Cc4ccc(Cl)cc4)c(=S)[nH]c3c2)CC1

Screen / compound no.	13	14	15	16	17	18
DENV2 CPE	-3	-4	5	6	-7	2
CFTR F508del cor	-0.2	1.0	-2.4	0.9	2.6	1.3
SIRT5 inh	/	-2	-1	1	-3	-3
ERAP1 HTS inh	0	-4	2	-1	-1	-6
ERp5 block	1	2	-6	4	0	1
Casp6 inh	-1	-1	6	3	0	-9
miR122 inh	/	-3	/	-1	34	-4

19	C/C=C/c1ccc([C@@H]2[C@H](CO)N[C@H]2CN(CC)C(=O)c2ccccn2)cc1
20	COC(=O)c1ccc(NS(=O)(=O)c2ccc3c(c2)n(C)c(=O)n3C)cc1
21	CCOc1ccc(CC(=O)N/N=C(\C)c2cccnc2)cc1
22	CCCCCN(C(=O)CCC(=O)OCc1cc(C)ccc1C)c1c(N)n(CCCC)c(=O)[nH]c1=O
23	CS(=O)(=O)N1CC(=O)N2[C@H](C1)[C@@H](c1ccc(C#Cc3cccc(F)c3)cc1)[C@@H]2CO
24	Cc1cccc(Nc2nnc(SCC(=O)NCC3CCCO3)s2)c1C (stereo not given)

Screen / compound no.	19	20	21	22	23	24
DENV2 CPE	-5	-2	?	?	7	17
CFTR F508del cor	-0.3	-0.2	0.6	-2.2	0.1	1.4
SIRT5 inh	-2	3	-1	-2	-54	/
ERAP1 HTS inh	-2	1	1	-2	-2	-1
ERp5 block	-3	5	4	14	2	3
Casp6 inh	2	1	-7	2	2	-1
miR122 inh	0[16.7 µM]	6	-9	11	/	/

25	COc1ccc(C(=O)N2C[C@H]3[C@@H](c4ccccc42)[C@H](CO)N3Cc2ccc3c(c2)OCO3)cc1
26	CCC(=O)Nc1ccc2c(c1)OC[C@H](C)N(Cc1ccccc1C(=O)O)C[C@@H](C)[C@H](OC)CN(C)C2=O
27	C[C@H](CO)N1C[C@H](C)[C@@H](CN(C)C(=O)C2CCCCC2)OCCCC[C@H](C)Oc2ccc(NC(=O)c3ccccc3)cc2C1=O
28	COC(=O)C1=C(O)CSC1=Nc1ccc(C)cc1
29	CC(C)c1cccc(C(C)C)c1NC(=O)CCl
30	O=C(CNC(=O)OCc1ccccc1)NC(Cc1cnc[nH]1)C(=O)O (stereo not given)

Screen / compound no.	25	26	27	28	29	30
DENV2 CPE	19	-2	-5	6	16	17
CFTR F508del cor	1.9	2.7	-0.5	/	-0.3	-0.7
SIRT5 inh	7	4	2	-3	16*	2
ERAP1 HTS inh	0	-4	0	7	2	2
ERp5 block	2	0	7	-7	-2	0
Casp6 inh	-1	0	1	-3	2	1
miR122 inh	17[16.7 µM]	2[16.7 µM]	-2[16.7 µM]	-5	/	-4

16 successive compounds from above, for reference:
15	Cc1cccc(NC(=O)CN2CCN(C(=O)C3CCCO3)CC2)c1C (stereo not given)
16	OC(CC#CCN1CCOCC1)(c1ccccc1)c1ccccc1
17	COc1ccc(OC)c(NS(=O)(=O)c2cc3c4c(c2)CCN4C(=O)CC3)c1
18	CC1CCN(CCCNC(=O)c2ccc3c(=O)n(Cc4ccc(Cl)cc4)c(=S)[nH]c3c2)CC1
19	C/C=C/c1ccc([C@@H]2[C@H](CO)N[C@H]2CN(CC)C(=O)c2ccccn2)cc1
20	COC(=O)c1ccc(NS(=O)(=O)c2ccc3c(c2)n(C)c(=O)n3C)cc1
21	CCOc1ccc(CC(=O)N/N=C(\C)c2cccnc2)cc1
22	CCCCCN(C(=O)CCC(=O)OCc1cc(C)ccc1C)c1c(N)n(CCCC)c(=O)[nH]c1=O

Screen / compound no.	15	16	17	18	19	20	21	22
DENV2 CPE	5	6	-7	2	-5	-2	?	?
CFTR F508del cor	-2.4	0.9	2.6	1.3	-0.3	-0.2	0.6	-2.2
SIRT5 inh	-1	1	-3	-3	-2	3	-1	-2
ERAP1 HTS inh	2	-1	-1	-6	-2	1	1	-2
ERp5 block	-6	4	0	1	-3	5	4	14
Casp6 inh	6	3	0	-9	2	1	-7	2
miR122 inh	/	-1	34	-4	0[16.7 µM]	6	-9	11

23	CS(=O)(=O)N1CC(=O)N2[C@H](C1)[C@@H](c1ccc(C#Cc3cccc(F)c3)cc1)[C@@H]2CO
24	Cc1cccc(Nc2nnc(SCC(=O)NCC3CCCO3)s2)c1C (stereo not given)
25	COc1ccc(C(=O)N2C[C@H]3[C@@H](c4ccccc42)[C@H](CO)N3Cc2ccc3c(c2)OCO3)cc1
26	CCC(=O)Nc1ccc2c(c1)OC[C@H](C)N(Cc1ccccc1C(=O)O)C[C@@H](C)[C@H](OC)CN(C)C2=O
27	C[C@H](CO)N1C[C@H](C)[C@@H](CN(C)C(=O)C2CCCCC2)OCCCC[C@H](C)Oc2ccc(NC(=O)c3ccccc3)cc2C1=O
28	COC(=O)C1=C(O)CSC1=Nc1ccc(C)cc1
29	CC(C)c1cccc(C(C)C)c1NC(=O)CCl
30	O=C(CNC(=O)OCc1ccccc1)NC(Cc1cnc[nH]1)C(=O)O (stereo not given)

Screen / compound no.	23	24	25	26	27	28	29	30
DENV2 CPE	7	17	19	-2	-5	6	16	17
CFTR F508del cor	0.1	1.4	1.9	2.7	-0.5	/	-0.3	-0.7
SIRT5 inh	-54	/	7	4	2	-3	16*	2
ERAP1 HTS inh	-2	-1	0	-4	0	7	2	2
ERp5 block	2	3	2	0	7	-7	-2	0
Casp6 inh	2	-1	-1	0	1	-3	2	1
miR122 inh	/	/	17[16.7 µM]	2[16.7 µM]	-2[16.7 µM]	-5	/	-4

Other entries:
31	COc1ccccc1C(=O)Nc1c(C)cc(Br)cc1C
32	Cc1ccc(N2CC(C(=O)Nc3nnc(SCc4ccccn4)s3)CC2=O)cc1 (stereo not given)
33	O=C(CN1C(=O)NC2(CCc3ccccc32)C1=O)NCC(F)(F)F (stereo not given)
34	COc1ccccc1C1CC(c2ccccc2)Nc2ncnn21 (stereo not given)
35	COc1ccccc1C(CNC(=O)C(C)Oc1ccc(Br)cc1)N1CCCC1 (stereo not given)
36	COc1ccc(OC)c(S(=O)(=O)N2CCC(C(=O)Nc3cccc(C)c3)CC2)c1

Screen / compound no.	31	32	33	34	35	36
DENV2 CPE	2	-5	0	3	?	-3
CFTR F508del cor	-0.6	0.9	-0.3	3.2	-0.2	-0.6
SIRT5 inh	-11	-3	0	-1	-3	1
ERAP1 HTS inh	0	-2	-2	-8	-3	-4
ERp5 block	2	6	0	-6	-37	-10
Casp6 inh	-1	2	1	-1	4	0
miR122 inh	/	8	/	0	/	/

37	COCCSc1nnc(NC(=O)c2ccc(OC)c([N+](=O)[O-])c2)s1
38	COc1ccc(S(=O)(=O)N2C(=O)/C(=C3\SC(N)=NC3=O)c3ccccc32)cc1
39	COc1ccc(N2CCN(C(=O)CNC(=O)Cn3cnc4sc(C)c(C)c4c3=O)CC2)cc1
40	COc1cccc(C(=O)c2c[nH]c(C(=O)NCCCN(C)C)c2)c1
41	CC(C)NC(=O)Nc1ccc2c(c1)C(=O)N([C@H](C)CO)C[C@@H](C)[C@H](CN(C)C(=O)Nc1cccc3ccccc13)OCCCC[C@H](C)O2
42	C[C@@H]1CN([C@H](C)CO)C(=O)c2cc(NC(=O)C3CCCCC3)ccc2O[C@@H]1CN(C)S(=O)(=O)c1ccccc1

Screen / compound no.	37	38	39	40	41	42
DENV2 CPE	1	2	?	-10	-3	-5
CFTR F508del cor	1.8	0.0	-0.5	-2.3	-1.0	-0.5
SIRT5 inh	-2	0	3	2	0	-5
ERAP1 HTS inh	-1	1	0	-3	2	-3
ERp5 block	-1	-3	-3	2	8	1
Casp6 inh	-2	2	2	-6	2	3
miR122 inh	/	-3	8	2	/	33[16.7 µM]

43	C/C(=N\NC(=O)C(N)=O)c1ccc(NC(=O)c2cccs2)cc1
44	Cc1csc(=O)n1CCC(=O)OCc1nnc(-c2ccc(Cl)cc2)o1
45	CC(C)CN(CC(C)C)S(=O)(=O)N1CCC(C(=O)NCc2ccccn2)CC1
46	C[C@@H]1CN([C@@H](C)CO)C(=O)c2cc(NC(=O)Nc3ccc(F)cc3)ccc2O[C@@H](C)CCCCO[C@@H]1CN(C)C(=O)NC1CCCCC1
47	O=C(Cn1c(=O)cnc2ccccc21)Nc1cc(Cl)ccc1N1CCOCC1
48	CO[C@H]1CN(C)C(=O)c2ccc(NS(=O)(=O)c3cccc(F)c3)cc2OC[C@H](C)NC[C@H]1C

Screen / compound no.	43	44	45	46	47	48
DENV2 CPE	7	-1	/	-7	2	-1
CFTR F508del cor	0.4	-1.7	0.1	-6.4	0.2	1.7
SIRT5 inh	-1	-8	-4	0	/	1
ERAP1 HTS inh	1	-1	-1	-4	3	0
ERp5 block	5	-4	2	-1	-2	2
Casp6 inh	3	1	0	0	3	0
miR122 inh	-9	0	1	6[16.7 µM]	-7	-25[16.7 µM]

49	O=C(Nc1ccc(N2CCOCC2)c(F)c1)c1cccs1
50	CCCNC(=O)CCC(NS(=O)(=O)c1ccc(C)cc1)C(=O)NCCC (stereo not given)
51	CC(C)(S)[C@@H](N)C(=O)O
52	Cc1cc(C)cc(-n2c3ccc(NC(=S)NC4CCCCC4)cc3c(=O)n2C)c1
53	CC(C)c1cn(CC[C@H]2CC[C@@H](NC(=O)C3CCCC3)[C@@H](CO)O2)nn1

Screen / compound no.	49	50	51	52	53
DENV2 CPE	10	/	4	0	-5
CFTR F508del cor	0.2	-0.7	0.9	0.9	0.3
SIRT5 inh	2	-8	4	-3	3
ERAP1 HTS inh	3	2	-2	5	0
ERp5 block	-6	-10	4	-4	-3
Casp6 inh	-1	0	3	-1	2
miR122 inh	0	/	-1	-3	-2[16.7 µM]

High-throughput results (PubChem)
